Myeloid diff 2 – compounds promoting myeloid differentiation | ER-HoxA9 myeloid progenitors, lysozyme-GFP differentiation, flow cytometry | calls only at 10 µM | actives 1% (n = 360,000);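 active means normalized GFP-positive differentiation at or above the plate's own cutoff, the solvent-only control mean plus 3 SD; inconclusive means no clear call, values can overlap the other calls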;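 further: cells exposed to compound for four days before flow analysis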
LYP inhibition – inhibitors of LYP phosphatase, biochemical, fluorescence intensity, uHTS (AID 1779); inhibition, % at 11.5 µM, or IC50 in µM where a hit was titrated; actives 0.054% (n = 290,000); recombinant LYP phosphatase, fluorescence intensity; higher % means a stronger effect; in the data active means inhibition above about 50%;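 further: plate controls were vehicle with enzyme for no effect and no enzyme for full effect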
Myeloid diff 2 GFP+ MAC1+ % – further read-out of Myeloid diff 2, marked with its call; GFP+ MAC1+ double positive, %; measured here: differentiation confirmed by MAC1 staining
Active calls of the source: *; i = inactive; ? = inconclusive; nt = not tested or not shown.

Under each structure – Myeloid diff 2 | Myeloid diff 2 GFP+ MAC1+ % | LYP inhibition
COc1ccc(S(=O)(=O)N2CCCCC2)cc1C(=O)N1CCCCCC1
  i | 1.1 | -8.4%
O=C(CCCn1c(=S)[nH]c2cc3c(cc2c1=O)OCO3)NCc1ccccc1Cl
  i | 3.3 | -7.6%
CSc1ccc(CCNS(=O)(=O)c2csc(C(N)=O)c2)cc1
  i | 0.9 | -5.5%
CCN(CC)S(=O)(=O)c1ccc2[nH]cc(C(=O)NC3CC3)c(=O)c2c1
  i | 0.4 | -0.8%
Cc1cnc(NC(=O)CC(C)c2ccccc2)s1 (configuration not stated)
  i | 0.2 | -6.9%
O=C(NCCOc1cccnc1)C1CCC(=O)N(Cc2ccccc2F)C1 (configuration not stated)
  i | 0.9 | -10.7%
CCOc1ccc(NC(=O)N(Cc2ccc(C)cc2)Cc2ccccn2)cc1
  i | 0.9 | -7.0%
COC(=O)CSc1nc(N2CCOCC2)c2c(c1C#N)CC(C)(C)OC2
  i | 0.1 | -3.8%
COc1ccc(N(C(=O)Cn2nnc(-c3ccc(F)cc3)n2)C(C)C(=O)NC2CCCC2)cc1 (configuration not stated)
  ? | nt | -1.1%
O=C(Nc1ccccc1)c1cccc(N2C(=O)C3C4C=CC(C5CC45)C3C2=O)c1 (configuration not stated)
  i | 0.8 | -5.9%
O=C(NNC(=O)c1ccccc1F)c1ccc2[nH]c(=O)c(=O)[nH]c2c1
  i | 4.9 | -9.7%
CCC1CCCCN1C(=O)c1cc2c(=O)n3cccc(C)c3nc2s1 (configuration not stated)
  i | 0.7 | 0.6%
Cc1ccc2nc(N(CCCN(C)C)C(=O)c3cc(-c4cccs4)nc4ccccc34)sc2c1
  i | 1.1 | -7.1%
COc1ccc(CC(=O)Oc2ccc(F)cc2)cc1
  ? | nt | -8.8%
O=C1C2C3C=CC(C3)C2C(=O)N1c1cccc2ccccc12 (configuration not stated)
  i | 0.2 | -3.4%
O=C(O)c1ccc(/C=N/n2c(C3CCCCC3)n[nH]c2=S)cc1
  i | 0.8 | -3.3%
Cc1ccccc1NC(=O)Cn1c(=O)oc2ccccc21
  i | 0.4 | -5.4%
Cc1cc(C)c(C)c(S(=O)(=O)N[C@@H](C)C(=O)OC(C)C(=O)NC(N)=O)c1C (some centres not stated)
  i | 0.6 | -5.2%
O=C(NCC1(N2CCOCC2)CCCCC1)c1ccc(S(=O)(=O)Nc2ccccc2F)cc1
  i | 1.2 | -4.3%
NC(=O)c1ccc[n+](CC(=O)Nc2ccccc2C(=O)O)c1
  i | 0.8 | -10.0%
CCOC(=O)C1CCN(C(=O)c2cc3cc(C)ccc3[nH]2)CC1
  i | 0.3 | -7.3%
CC(C)CNC(=S)N(CCO)Cc1cc2cc3c(cc2[nH]c1=O)OCO3
  i | 0.8 | -6.7%
CN(C)S(=O)(=O)N1CCN(CC(=O)Nc2ccc(F)cc2)CC1
  i | 0.6 | -10.8%
COC(=O)Nc1c(-c2ccccc2)nc2ccc(Cl)cn12
  i | 0.1 | -5.8%
CC(C)n1c(N2CCN(S(=O)(=O)c3cccc([N+](=O)[O-])c3)CC2)nc2ccccc21
  i | 0.3 | -4.8%
O=C(NCCc1ccc(Cl)cc1)c1ccc2nccnc2c1
  i | 0.4 | -7.7%
Cc1ccc(-n2nc3c(c2NC(=O)c2ccc4c(c2)OCO4)CS(=O)(=O)C3)cc1C
  ? | nt | -4.2%
CCOc1ccc(C(C(=O)NC2CCCCC2)N(C(=O)c2csnn2)C2CC2)cc1 (configuration not stated)
  ? | nt | -7.0%
COc1cc(C(=O)Nc2ccc(C(=O)c3cccs3)cc2)cc(OC)c1OC
  i | 0.0 | -3.5%
CC(=O)Nc1ccc(S(=O)(=O)NCCCN2CCOCC2)cc1
  i | 0.0 | -10.4%
Cc1ccnc(NS(=O)(=O)c2ccc(NC(=O)CCc3ccccc3)cc2)n1
  i | 0.6 | -8.5%
COc1ccc(CN2C(=O)c3cccnc3C2=O)cc1S(=O)(=O)NCc1ccco1
  i | 0.0 | -7.2%
CS(=O)(=O)Nc1ccc(C2=NN(C(=O)c3ccccc3)C(c3cccs3)C2)cc1 (configuration not stated)
  i | 0.7 | -8.6%
CCOC(=O)C1(CCOc2ccccc2)CCN(Cc2cc(OC)c(O)cc2Cl)CC1
  i | 0.7 | -2.8%
CCOCC(=O)Nc1ccc(S(=O)(=O)NCC2CCCO2)cc1 (configuration not stated)
  i | 0.6 | -1.1%
CCCCNC(=O)c1ccc(CS(=O)(=O)c2ccc(C)cc2)o1
  i | 0.5 | -4.7%
Cc1ccc(N2C(=O)C(Cl)=C(N3CCCCCC3)C2=O)c(C)c1
  i | 0.4 | -1.7%
CCOCCCNC(=O)C1CCCN(S(=O)(=O)c2cccc3nsnc23)C1 (configuration not stated)
  i | 0.6 | -6.3%
Cc1ccc(NC(=O)C2CC(=O)N(C(C)C)C2)cc1C (configuration not stated)
  i | 0.1 | -10.9%
Cc1csc(CNC(=O)c2cc(COc3c(C)cccc3C)on2)n1
  i | 3.3 | -11.6%
COCC(=O)N(Cc1cc2cc(C)ccc2[nH]c1=O)c1ccccc1
  i | 0.7 | -6.3%
COc1ccc(S(=O)(=O)NCC2CCCN(C(=O)CSC)C2)cc1 (configuration not stated)
  i | 0.3 | -7.1%
Cc1ccccc1NC(=S)N1CCN(c2ccccc2Cl)CC1
  i | 0.3 | -0.4%
CCCn1nc(NS(=O)(=O)c2cccc3nonc23)c2cc3cccc(C)c3nc21
  i | 4.3 | -1.2%
Cc1ccc(C)c(N(C(=O)c2snc(C(N)=O)c2N)C(C(=O)NCC2CCCO2)c2ccc(C)o2)c1 (configuration not stated)
  i | 0.7 | -7.4%
Cc1ccc(S(=O)(=O)Nc2cc3c(cc2C#N)OCO3)cc1C(N)=O
  i | 0.4 | -1.6%
NNC(=O)c1cc2cc(Oc3ccccc3)ccc2[nH]1
  i | 0.2 | -6.9%
Cc1ccc(Nc2nc3ccccc3n3cnnc23)cc1C
  i | 0.6 | -3.8%
CCc1ccc(/C=N/n2c(COc3ccccc3)n[nH]c2=S)cc1
  i | 0.9 | -0.5%
O=C(COc1cc2oc(=O)cc(-c3ccccc3)c2cc1Cl)NC(Cc1c[nH]c2ccc(O)cc12)C(=O)O (configuration not stated)
  i | 1.4 | -2.7%
Cc1cc(S(=O)(=O)n2[nH]c(=O)c(CCO)c2C)c(Cl)cc1Cl
  i | 10.9 | -6.2%
O=C1CCN(CCc2ccccc2)CCN1CCO
  i | 1.2 | -16.2%
Cc1ccc(C(O)(CCN2CCCCC2)c2ccccc2)cc1 (configuration not stated)
  i | 0.4 | -7.0%
CCOC(=O)c1ccc(Oc2coc3cc(O)ccc3c2=O)cc1
  i | 0.3 | -5.9%
CCCCOc1ccc(C(=O)Oc2cccnc2)cc1
  i | 0.4 | -5.3%
O=C(O)c1cc(S(=O)(=O)N2CCN(C(=O)c3ccco3)CC2)c(Cl)cc1Cl
  i | 0.2 | -6.3%
COc1cccc(NS(=O)(=O)c2csc(C(N)=O)c2)c1
  i | 0.7 | -10.2%
Cc1[nH]c(=O)[nH]c(=O)c1S(=O)(=O)Nc1cccc([N+](=O)[O-])c1C
  i | 0.7 | -9.8%
CCC(Cc1ccccc1)NC(=O)Cn1cccc1C(=O)c1ccccc1 (configuration not stated)
  ? | nt | -1.6%
CCCc1cc(=O)oc2cc(C)cc(OCC(=O)NCCCN3CCCC3=O)c12
  i | 0.0 | -10.3%

A few values from the results shown.
Entry for Cc1ccc(C(O)(CCN2CCCCC2)c2ccccc2)cc1 (configuration not stated) under Myeloid diff 2 GFP+ MAC1+ %: 0.4
Entry for Cc1ccc(C)c(N(C(=O)c2snc(C(N)=O)c2N)C(C(=O)NCC2CCCO2)c2ccc(C)o2)c1 (configuration not stated) under LYP inhibition: -7.4%

Continuation:
Under each structure – Myeloid diff 2 | Myeloid diff 2 GFP+ MAC1+ % | LYP inhibition
Cc1nonc1C(=O)N1CCCC(Nc2ccc(C(C)C)cc2)C1 (configuration not stated)
  i | 0.0 | -10.5%
CC(=O)Nc1ccc(NC(=S)NC(=O)C2CCCC2)cc1
  i | 1.8 | -7.1%
NS(=O)(=O)c1ccc(CCNC(=O)CCS(=O)(=O)c2ccc(Br)cc2)cc1
  i | 0.7 | -3.1%
COc1ccc2oc(C(=O)N(C)CCOc3ccc(Cl)cc3)c(C)c2c1
  i | 0.3 | -6.4%
O=C(CSc1cn[nH]n1)Nc1ccccc1C(F)(F)F
  i | 0.8 | -5.8%
CN1C(C(=O)Nc2ccc(OC(F)(F)F)cc2)=CC(c2cccs2)=NS1(=O)=O
  i | 0.7 | -3.7%
O=C(O)C1CCN(C(=O)CSc2nc3ccccc3c(=O)n2-c2ccc(Cl)cc2)CC1
  i | 0.0 | -6.9%
COc1ccc(C(C(=O)NC(C)(C)C)N(CCc2ccc(OC)c(OC)c2)C(=O)CCC(=O)Nc2cc(C)on2)cc1 (configuration not stated)
  i | 0.1 | -4.6%
Cc1cccc(C)c1NC(=O)CN(C)C(=O)Cn1c(=O)cnc2ccccc21
  i | 0.2 | -6.1%
CC(C)C(=O)Nc1nnc(SCC(=O)NC2CCCC2)s1
  i | 2.5 | -3.6%
Cc1ccccc1-c1nc(CS(=O)CC(=O)NC2CCCC2)c(C)o1 (configuration not stated)
  i | 0.8 | -4.7%
Cc1cc(C)n(CC(O)COc2ccccc2Br)n1 (configuration not stated)
  i | 0.4 | -9.7%
CC1CCN(C(=O)CC(NC(N)=O)c2ccccc2Cl)CC1 (configuration not stated)
  i | 0.9 | -7.0%
CN(Cc1ccccc1)C(=O)c1ccc(COc2ccccc2)cc1
  i | 1.7 | -3.2%
C/C=C/C=C(/NC(=O)c1ccccc1)C(=O)Nc1ccccc1
  i | 0.4 | -7.4%
COc1ccc(NC(C)=O)cc1S(=O)(=O)Nc1ccc(OCc2ccccc2)cc1
  i | 0.8 | -4.6%
O=C(NC1CCN(C(=S)Nc2ccccc2)CC1)C1CCCCC1
  i | 0.0 | -10.9%
CN1CN=C(NS(=O)(=O)c2ccc([N+](=O)[O-])cc2)NC1
  i | 1.3 | -5.3%
CS(=O)(=O)c1ccc(NCCN2CCOCC2)c([N+](=O)[O-])c1
  i | 1.4 | -2.6%
C=CCOc1cccc(CNCc2cccnc2)c1
  i | 0.6 | -7.6%
CCc1sc(C(=O)Nc2ncccc2C)cc1C
  i | 0.4 | -11.8%
O=C(NCc1nnc2c(C(F)(F)F)cc(Cl)cn12)c1ccc(Br)o1
  i | 2.9 | -7.3%
COc1cc(C(=O)Nc2c(C(=O)O)[nH]c3ccc(C)cc23)cc(OC)c1OC
  i | 0.6 | -3.1%
COc1ccc(S(=O)(=O)N2CCN(C(=S)NCC3CCCO3)CC2)cc1OC (configuration not stated)
  i | 0.7 | -13.1%
COCCn1c(SCC(=O)N2CCCCC2)nc2c(c1=O)SC(C)C2 (configuration not stated)
  i | 0.7 | -6.8%
COc1ccc(CN2C(=O)C(C)=C(C)C2OC)cc1 (configuration not stated)
  i | 0.4 | -8.3%
Cc1nnc(NC(=O)CSc2nnc(CC(=O)Nc3ccccc3C)n2C)s1
  i | 0.5 | -11.8%
CCOc1ccc(C(=O)NCCC(=O)N2CCC3(CC2)NCCc2[nH]cnc23)cc1
  i | 3.4 | -0.4%
Cc1c(Cl)c([N+](=O)[O-])nn1CC(=O)NCc1ccc(Cl)cc1
  i | 1.0 | -8.9%
CN(C)CCCN(C(=O)c1ccc([N+](=O)[O-])o1)c1nc2cc3c(cc2s1)OCO3
  ? | nt | -3.6%
Cc1cc(OC(=O)c2ccccc2[N+](=O)[O-])c([N+](=O)[O-])c(=O)[nH]1
  i | 2.3 | -9.2%
CCOc1ccc(/C=N/NC(=O)CN2CCCCC2)cc1OCC
  i | 0.4 | -10.2%
COc1ccc(O)c(/C=N/c2nc3ccccc3n2C)c1
  i | 1.9 | -5.7%
CN(C)C(=O)CN1C(=O)NC(c2ccccc2)(c2ccccc2)C1=O
  i | 0.2 | -0.5%
O=C(NCc1cccnc1)Nc1ccc(Cl)cc1Cl
  i | 0.5 | -2.9%
Cc1ccc(C(=O)NCC(=O)N2CCC(Cc3ccccc3)CC2)cc1
  i | 0.9 | -9.4%
Cc1cc(S(=O)(=O)N2CCCC(N(C)CCc3ccccn3)C2)c(C)s1 (configuration not stated)
  i | 0.9 | -13.5%
CCOc1ccc(S(=O)(=O)NCc2cccnc2)cc1
  i | 0.9 | -6.2%
CCOc1ccc(CCNC(=O)CCc2nnc3ccc(N4CCOCC4)nn23)cc1
  i | 1.0 | -8.0%
CCNC(=O)c1ccc(NS(=O)(=O)c2ccc3[nH]c(=O)[nH]c3c2)cc1
  i | 2.8 | -11.2%

Compounds above that have a CF3 group:
Under each structure – Myeloid diff 2 | Myeloid diff 2 GFP+ MAC1+ % | LYP inhibition
O=C(CSc1cn[nH]n1)Nc1ccccc1C(F)(F)F
  i | 0.8 | -5.8%
CN1C(C(=O)Nc2ccc(OC(F)(F)F)cc2)=CC(c2cccs2)=NS1(=O)=O
  i | 0.7 | -3.7%
O=C(NCc1nnc2c(C(F)(F)F)cc(Cl)cn12)c1ccc(Br)o1
  i | 2.9 | -7.3%

More results
Under each structure – Myeloid diff 2 | Myeloid diff 2 GFP+ MAC1+ % | LYP inhibition
O=C([C@@H]1Cc2ccccc2CN1)N1CCN(Cc2ccccc2)CC1
  i | 0.5 | -5.4%
COCCNC(=S)N1CCN(S(=O)(=O)c2ccc(Cl)s2)CC1
  i | 5.0 | -5.5%
CCn1cc(C(=O)N2CCCC2)c(=O)c2cc(S(=O)(=O)N3CC(C)CC(C)C3)ccc21 (configuration not stated)
  i | 5.3 | -10.0%
COC(=O)c1ccccc1NC(=O)c1nc(S(=O)(=O)Cc2ccccc2)ncc1Cl
  ? | nt | 1.4%
O=C(O)CSc1nc2ccccc2n1Cc1ccccc1
  i | 1.3 | -7.7%
N/C(=N\OC(=O)CCCc1ccccc1)c1ccc(Br)cc1
  i | 0.7 | -8.7%
CCOC(=O)C1CCN(C(=O)CNC(=O)c2nn(-c3ccc(OC)cc3)c(=O)c3ccccc23)CC1
  i | 0.6 | -5.6%

The list is partial; the hit share may differ from the screen's.
